From PubChem BioAssay
IMPase inh = qHTS Assay for Identifying the Cell-Membrane Permeable IMPase Inhibitors. CHO-M1 cells, IP1 accumulation, HTRF TR-FRET ratio. inhibition (IP1 accumulation), % at 46.1 µM. 120,000 tested, under 10 active; active means well fitted curve in the direction sought with a large enough effect in the signal ratio, not every such curve was filed as active; inconclusive means small, poorly fitted or top-dose-only effect, or a change in a side signal; inactive means no such curve, though single readings can be large or run the other way; the % refers to the signal ratio;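 further: cells stimulated with carbachol in lithium chloride buffer; plate controls were DMSO basal wells for no effect and reference inhibitor wells for full effect; higher means more IMPase inhibition seen as more IP1 and lower FRET ratio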
Target sequence (P97697 whole entry, looked up): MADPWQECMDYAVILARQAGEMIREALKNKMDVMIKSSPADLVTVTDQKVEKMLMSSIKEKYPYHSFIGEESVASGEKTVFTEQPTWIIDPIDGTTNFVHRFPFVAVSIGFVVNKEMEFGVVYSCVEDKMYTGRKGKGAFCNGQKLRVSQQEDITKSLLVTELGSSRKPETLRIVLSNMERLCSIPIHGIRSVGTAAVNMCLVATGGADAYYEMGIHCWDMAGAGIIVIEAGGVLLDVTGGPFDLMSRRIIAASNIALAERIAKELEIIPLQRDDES
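CHO-M1, 2000 cells/well, cultured 16–30 h; cpd up to 46 uM; carbachol (50 uM solution, stimulation buffer w/ 50 mM LiCl, pH 7.4), 30 min 37C; IP-One TR-FRET, 10 min RT; Ex 320/Em 665, 620; Hill-fit AC50.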
PNC assembly inh = High Content Assay for Compounds that inhibit the Assembly of the Perinucleolar Compartment. PC3M PTB-GFP, PNC prevalence imaging, 16 h; stronger effect = lower value. activity change (PNC), negative = inhibition, % at 10 µM. 140,000 tested, 3.1% active;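 active means readout at or below -70, meaning at least 70% loss of cells showing the perinucleolar compartment, a nuclear body marking cancer cells; inconclusive means readout between -30 and a set limit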;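 further: plate controls were DMSO wells for no effect and camptothecin positive control wells for full effect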
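PC3M cells stably expressing PTB-GFP, 750–1000 cells/well, treated 16 h at 37 °C with compound (23 nl of library stock), in duplicate. After paraformaldehyde fixation and Hoechst stain, imaged at 20x; PNC prevalence scored by image analysis.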
12-hLO inh = qHTS Assay for Inhibitors of 12-hLO (12-human lipoxygenase); purified 12-hLO, xylenol orange hydroperoxide absorbance; 150,000 tested, 0.12% active; Potency, µM (series often up to 57.1 µM), inactives show at the highest dose activity change, negative = inhibition, usual class: inhibitors; Polyunsaturated fatty acid lipoxygenase ALOX12 (Homo sapiens), P18054; AID 1452, 2008; further: potency means the concentration at half of the fitted maximal effect; nearly all actives have a fitted effect of over 55% in size; many of its hits are not listed in these tables
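Xylenol orange chromogenic assay: hydroperoxide from 12hLO oxidises Fe(II), giving red-shifted Fe(III)-XO absorbance. Conditions: 150 nM enzyme, 40 uM arachidonic acid, 25 mM Hepes pH 7.0, 0.01% Triton X-100, 30 min, room temperature.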
ALOX15B inhib = qHTS Assay for Inhibitors of 15-hLO-2 (15-human lipoxygenase 2) | purified 15hLO-2, xylenol orange hydroperoxide absorbance | 110,000 tested, 0.56% active | Polyunsaturated fatty acid lipoxygenase ALOX15B (Homo sapiens), O15296 | Potency, µM (series often up to 57.1 µM), for the others: top-dose activity change, negative = inhibition, hits mostly inhibitors; further: potency means the concentration at half of the fitted maximal effect; nearly all actives have a fitted effect of over 60% in size; many of its hits are not listed in these tables
Target sequence (O15296 whole entry, looked up): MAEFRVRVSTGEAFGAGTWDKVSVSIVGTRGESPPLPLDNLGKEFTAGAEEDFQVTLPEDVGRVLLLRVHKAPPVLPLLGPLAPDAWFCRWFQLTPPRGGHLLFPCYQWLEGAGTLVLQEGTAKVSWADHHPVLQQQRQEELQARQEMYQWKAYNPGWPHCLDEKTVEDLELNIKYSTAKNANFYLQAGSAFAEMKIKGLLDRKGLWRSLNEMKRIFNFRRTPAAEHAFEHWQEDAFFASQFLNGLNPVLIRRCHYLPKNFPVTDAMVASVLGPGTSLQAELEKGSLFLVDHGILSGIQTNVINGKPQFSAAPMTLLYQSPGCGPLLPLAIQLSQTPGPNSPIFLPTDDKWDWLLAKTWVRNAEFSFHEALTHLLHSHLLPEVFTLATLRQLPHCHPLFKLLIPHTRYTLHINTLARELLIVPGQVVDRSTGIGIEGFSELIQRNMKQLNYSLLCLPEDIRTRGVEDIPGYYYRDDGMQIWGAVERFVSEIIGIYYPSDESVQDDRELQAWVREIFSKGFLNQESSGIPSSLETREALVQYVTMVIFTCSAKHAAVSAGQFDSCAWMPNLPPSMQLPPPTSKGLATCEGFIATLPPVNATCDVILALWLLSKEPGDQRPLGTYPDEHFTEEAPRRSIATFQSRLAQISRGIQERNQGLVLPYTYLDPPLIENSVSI
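Enzyme 50 nM, AA 45 uM, 25 mM Hepes pH 7.5 + 0.01% Triton X-100; cpd preinc 15 min RT, rxn 90 min RT; stop/detect with 200 uM XO + 300 uM Fe(II) in 50 mM H2SO4, 30 min; A573/A405.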
* marks the source's active call; other numbers are inactive results; u = inconclusive; x = no result given; [ ] = another dose, or the depositor's remark. Unless noted, the call rests on the fitted dose curve; in most records, active means well fitted curve in the direction sought with a large enough effect; inconclusive means small, poorly fitted or top-dose-only effect, or another doubt; inactive means no such curve, though single readings can be large; an effect the other way counts as inactive or inconclusive. Unless noted, on the % scale 0 is the no-effect control and ±100 the full control effect.

Each structure is followed by: IMPase inh	PNC assembly inh	12-hLO inh	ALOX15B inhib
- CC(C)NC(=O)C1(c2ccccc2)CC1(Cl)Cl (stereo unspecified)
  4.5	8.5	-1.1%	x
- Cc1nc2cnc(Nc3ccccc3)nc2n(C)c1=O
  x	x	12.6%	-4.3%
- COc1ccc(-c2[nH]c(-c3ccc(C(=O)O)cc3)nc2-c2ccccc2)cc1
  u	43.1	0.6%	4.8%
- CCOC(=O)C1=C(C)Nc2ccccc2N=C1NC(=O)Cc1ccc(OC)cc1
  -4.6	2.4	0.0%	x
- O=C(Nc1cccnc1)C1(c2ccccc2)CCCC1
  1.6	u	-2.0%	7.8%
- Fc1ccc(CSc2nncn2NC/C=C/c2ccccc2)cc1
  -8.9[1.84 µM]	-83.2*	-5.5%	-7.5%[11.4 µM]
- COc1ccc(/C=N/NC(=O)c2cccc(OC(F)(F)C(F)F)c2)cc1O
  x	35.0	-1.8%	x
- Cc1ccc(S(=O)(=O)Nc2ccc3c(c2)CCC3)cc1C
  -0.3	8.1	-5.0%	x
- CC(C)Sc1nnc(CNC(=O)C23CC4CC(CC(C4)C2)C3)n1C1CCCCC1
  2.4	-28.0	1.3%	x
- COc1ccc(N2CCN(C(=O)CN(c3cccc(Br)c3)S(C)(=O)=O)CC2)cc1
  5.0	-10.7	-8.1%	-0.2%

Further compounds follow.
Each structure is followed by: IMPase inh	PNC assembly inh	12-hLO inh	ALOX15B inhib
- N#Cc1cc(N)ccc1Sc1ccccc1
  4.6	46.3	-0.6%	x
- CCCc1ccc(S(=O)(=O)NCCc2ccncc2)cc1
  -3.7	-29.3	-4.8%	6.3%
- CCn1c(CCC(=O)Nc2cc(F)ccc2C)nc2cc(S(=O)(=O)N(C)C)ccc21
  -3.0	26.7	-4.1%	-0.8%
- CCCc1cc(C(F)(F)F)c(C#N)c(=O)[nH]1
  -0.1	u	1.7%	-1.7%
- COc1ccc(N(C)C(=S)Nc2ccc3nc(C)c(C)nc3c2)cc1
  -13.8	15.2	-5.2%	x
- CN(C)S(=O)(=O)c1ccc(C(=O)NC(=O)CSc2ccccc2)cc1
  x	-10.9	-0.9%	x
- CC(C)(C)c1ccc(CS(=O)CC(O)CO)cc1 (stereo unspecified)
  x	-28.8	-0.6%	x
- CCc1cc(C(c2ccc(OC)c(OC)c2)N2CCOCC2)c(NC(=O)c2ccccc2)s1 (stereo unspecified)
  0.6	12.0	-5.1%	x
- COc1ccc(/C=N/n2cnc3c([nH]c4ccc(Br)cc43)c2=O)cc1CN1CCOCC1
  -5.3	22.3	4.6%	14.3%
- COc1cc(C(=O)OCC(=O)Nc2ccc(SC(F)F)cc2)cc(OC)c1OC
  x	u	-10.7%	x

Entries of single compounds, quoted from the list:
Shown for `COc1ccc(/C=N/n2cnc3c([nH]c4ccc(Br)cc43)c2=O)cc1CN1CCOCC1` : IMPase inh: -5.3; PNC assembly inh: 22.3; 12-hLO inh: 4.6%; ALOX15B inhib: 14.3%
Shown for `N#Cc1cc(N)ccc1Sc1ccccc1` : IMPase inh: 4.6; PNC assembly inh: 46.3; 12-hLO inh: -0.6%; ALOX15B inhib: x

Next part:
Each structure is followed by: IMPase inh	PNC assembly inh	12-hLO inh	ALOX15B inhib
- COc1ccc(-c2ccc(S(=O)(=O)NCC3CCCO3)cc2)cc1 (stereo unspecified)
  x	4.8	-6.9%	x
- CCc1ccc(CN(C)CC(=O)Nc2sccc2C#N)cc1
  x	u	-1.2%	x
- COc1ccc(C(=O)Nc2ncc3c(n2)CC(c2ccco2)CC3=O)cc1 (stereo unspecified)
  9.9	u	-2.2%	-6.9%
- NC(=O)c1ccccc1NC(=O)/C=C/c1ccccc1
  x	-13.7	1.6%	x
- COC(=O)c1ccc(CSc2nnc(Nc3ccccc3OC)s2)o1
  7.4	7.6	-9.4%	-17.2%
- CC(C)c1ccc2oc(-c3ccc(NC(=O)c4ncn[nH]4)cc3)nc2c1
  -2.2	20.9	-0.1%	8.8%[2.29 µM]
- CCOC(=O)N1CCN(CC(O)COc2ccccc2C(C)CC)CC1 (stereo unspecified)
  2.5	0.7	-0.6%	0.9%
- O=C(CCCc1nc(-c2ccccc2Cl)no1)NCc1cccnc1
  8.4	-5.4	1.9%	4.5%
- O=S(=O)(c1ccccc1)N1CCC2(CC1)CN(Cc1ccccc1)C2
  x	x	0.7%	36.6%[activator]
- CCn1c(=O)cc(OCC(=O)N2CCN(c3cccc(C(F)(F)F)c3)CC2)c2ccccc21
  -6.7	-5.5	-9.2%	11.3%

Other compounds follow.
SMILES	IMPase inh	PNC assembly inh	12-hLO inh	ALOX15B inhib
Cc1ccc2[nH]c(O)c(N=NC(=O)C(C)n3cnc4ccccc4c3=O)c2c1 (stereo unspecified)	x	22.0	-3.3%	x
N#Cc1c2c(c(Nc3ccccc3)n3c1nc1ccccc13)CCC2	3.9[1.84 µM]	u	-4.0%	-17.2%[11.4 µM]
COc1ccc(CSc2nnc(C)n2N)cc1Br	-0.4	u	0.2%	-2.6%
CCN(CC)S(=O)(=O)c1ccc(Cl)c(C(=O)NCC2CCCO2)c1 (stereo unspecified)	-0.9	-21.2	-6.0%	-0.1%
CCCCCOc1ccc(CSc2ncn[nH]2)cc1	-10.8	76.8	1.4%	x
COc1ccc(N2CSC3=C(C#N)C(c4cccs4)CC(=O)N3C2)cc1 (stereo unspecified)	-14.2	u	u	20µM*
CCCCc1nnc(NC(=O)C(C)Sc2nc(N)cc(=O)[nH]2)s1 (stereo unspecified)	2.0	43.3	0.8%	-0.3%
CC1CCc2cc(F)ccc2N1C(=O)CSc1nnc2c3cc(F)ccc3n(C)c2n1 (stereo unspecified)	5.0	-17.1	-2.7%	x
CCn1c(=N)n(CC(=O)c2cccc(OC)c2)c2ccccc21	4.6	-116.8*	-5.3%	30.3%[activator]
CC(C)C(C(=O)Nc1nccs1)c1ccccc1 (stereo unspecified)	5.2	20.1	-5.9%	15.7%
Brc1cnc(N2CCCCC2)nc1N1CCOCC1	-2.8	52.7	2.8%	4.9%
CC(C)c1ccc(/C=C/C(=O)NCCC2=CCCCC2)cc1	12.9	u	u	x

Next structures.
SMILES	IMPase inh	PNC assembly inh	12-hLO inh	ALOX15B inhib
O=C(COC(=O)Cn1cnc2ccccc2c1=O)Nc1cc(Cl)ccc1[N+](=O)[O-]	x	1.3	1.0%	x
CCOC(=O)C1(CC)Oc2ccccc2C(c2ccc(OC)cc2)=C1C(=O)OC (stereo unspecified)	x	x	-0.1%[0.00818 µM]	10.9%[0.0915 µM]
O=C(N/N=C1\CCc2ccccc21)c1ccccc1O	3.3	u	12.9%	x
CCCC(=O)C1C(=O)CC(C)(C)C(c2cc(C)no2)C1=O (stereo unspecified)	5.5	-1.6	-8.3%	-5.6%
CCCN(CCO)Cc1ccc2ccccc2c1	-2.5	-1.4	12.4%	-3.9%
COc1ccc(CC(=O)N2CCN(c3ccccn3)CC2)cc1	8.0	142.7	-0.9%	x
COC(=O)c1ccccc1NC(=O)COc1ccccc1	5.4	-19.7	-2.9%	4.8%
COc1ccc(-c2nc(CNS(=O)(=O)c3ccc(OC)c(OC)c3)cs2)cc1	u	3.7	1.2%	-1.0%
CC1CN(S(=O)(=O)c2cccc(C(=O)Nc3ccc4c(c3)CCC4)c2)CC(C)O1 (stereo unspecified)	x	233.4	-2.0%	x
O=C(NC1CCCCC1)c1cccs1	-9.2	-2.7	6.6%	-2.3%
CC12CCC(C(N)=O)(C1Br)C2(C)C (stereo unspecified)	x	27.4	4.1%	x
COc1ccc(C)cc1NC(=O)C(OC(=O)CNC(=O)c1cc(C)cc(C)c1)c1ccccc1 (stereo unspecified)	x	u	2.8%	x

6 entries out of the list above, sorted by their value in 12-hLO inh, ascending.
Molecule,12-hLO inh
COC(=O)c1ccccc1NC(=O)COc1ccccc1,-2.9%
CC1CN(S(=O)(=O)c2cccc(C(=O)Nc3ccc4c(c3)CCC4)c2)CC(C)O1 (stereo unspecified),-2.0%
COc1ccc(CC(=O)N2CCN(c3ccccn3)CC2)cc1,-0.9%
O=C(COC(=O)Cn1cnc2ccccc2c1=O)Nc1cc(Cl)ccc1[N+](=O)[O-],1.0%
COc1ccc(-c2nc(CNS(=O)(=O)c3ccc(OC)c(OC)c3)cs2)cc1,1.2%
CC12CCC(C(N)=O)(C1Br)C2(C)C (stereo unspecified),4.1%

Continued.
SMILES	IMPase inh	PNC assembly inh	12-hLO inh	ALOX15B inhib
CCCCCOC(=O)c1ccccc1C(=O)O	23.5	u	11.1%	-2.5%
Cc1ccc(-c2nc3ncccc3o2)cc1NC(=O)CC(C)C	x	53.0	22.7%	x
CCCCN(CC)Cc1ccc(CNC(=O)Nc2ccc(OC)cc2OC)o1	6.5	34.9	7.1%	8.7%
COC(=O)c1c(NC(=O)CN2CCC3(O)CCCCC3C2c2ccccc2OC)sc(C)c1C (stereo unspecified)	x	91.6	-1.8%	x
CCCCOc1ccc(-c2nnn(C(C)(C)C(=O)OC)n2)cc1	9.7	u	2.1%	15.2%
COc1ccc(COC(=O)NNC(=O)c2ccc(OC)cc2)cc1	7.2	u	-0.2%	x
CSc1nncc(-c2ccc(F)cc2)n1	-5.3	-4.8	-2.8%	-3.0%
Cc1[nH]nc2c1C(c1ccccc1F)NC2=O (stereo unspecified)	-2.3	-102.9*	10.1%	-3.3%
COCc1nnc(NC(=O)c2ccc(S(=O)(=O)N(C)C3CCCCC3)cc2)o1	21.5	4.4	-2.8%	14.8%
CCCn1c(-c2cc(OC)c(OC)c(OC)c2)nc2nc3ccccc3nc21	-4.0	59.2	-1.6%	-2.2%
CCC/S(CC1CC1(Cl)Cl)=N\S(=O)(=O)c1ccc(C)cc1 (stereo unspecified)	-3.5	u	-0.4%	-7.7%
C=CCNC(=O)C1CC(=O)N(c2ccc(C)cc2)C1 (stereo unspecified)	0.9	u	-0.7%	3.9%

Further records:
SMILES	IMPase inh	PNC assembly inh	12-hLO inh	ALOX15B inhib
Nc1ccc2oc3ccccc3c2c1	2.3	u	-6.4%	x
Cc1ccccc1C(=O)NNC1CC(=O)N(c2ccc3c(c2)OCCO3)C1=O (stereo unspecified)	x	-10.3	-2.5%	x
COc1ccc(OC)c(S(=O)(=O)N2CCC(C(=O)N3CCc4ccccc4C3)CC2)c1	12.5	2.6	-4.8%	-0.2%
Nc1cc(=O)nc(SCC(=O)Nc2ccccc2)n1-c1ccccc1	x	24.1	-1.3%	x
COc1ccc(CCNc2cc(N3CCN(C(=O)c4ccccc4F)CC3)ccc2[N+](=O)[O-])cc1OC	0.2	46.4	6.2%	-20.0%
CCOc1ccccc1C1N(c2ccc(F)cc2)C(=O)C2CCCN21 (stereo unspecified)	1.5	21.4	2.8%	0.4%
CCOC(=O)CCc1c(C)c(C#N)c2[nH]c3ccccc3n2c1=O	8.9	1.8	-8.2%	-12.9%
CCCCCNC(=O)CCn1c(=O)oc2ccccc21	-2.8	-10.4	-2.0%	x
CCCS(=O)(=O)N1CCC(C(=O)NCc2ccco2)CC1	-12.8	-3.1	-1.2%	0.4%
CC(C)n1nnnc1SCC(=O)N1CCN(C(=O)c2ccco2)CC1	-3.6	-29.9	-1.1%	-4.0%
N=C1C(c2nc3ccccc3s2)=C(O)CN1CCCO	-0.5	-15.3	-1.5%	0.1%
Cc1cc(NC(=O)/C(C#N)=C/c2ccc(-c3cccc(C(F)(F)F)c3)o2)n(-c2ccccc2)n1	x	5.8	-2.8%	x
Cc1nnc(SCCn2c(N3CCN(C)CC3)nc3c2c(=O)n(C)c(=O)n3C)s1	9.8	39.9	4.0%	-2.3%
COCC(=O)N1CCC[C@@]2(CCN(C(=O)Nc3ccccc3)C2)C1	x	x	1.3%	0.7%
